Assay outcomes deposited in PubChem BioAssay by National Center for Advancing Translational Sciences (NCATS).
HADH2 inhib: blocks human hydroxyacyl-CoA dehydrogenase type II | recombinant HADH2, NADH fluorescence, beta-hydroxybutyryl-CoA | 73,000 compounds, 3.4% hits | Q99714 | Potency, µM (top dose mostly 57.1 µM), without a hit: top-dose activity change, negative = inhibition, most hits filed as inhibitors | AID 886; further: potency means the concentration at half of the fitted maximal effect; on the % scale 0 is the no-effect control and ±100 the full control effect; nearly all actives have a fitted effect of over 60% in size; many of its hits are not listed in these tables
Target sequence (Q99714 whole entry, looked up, one chain of several): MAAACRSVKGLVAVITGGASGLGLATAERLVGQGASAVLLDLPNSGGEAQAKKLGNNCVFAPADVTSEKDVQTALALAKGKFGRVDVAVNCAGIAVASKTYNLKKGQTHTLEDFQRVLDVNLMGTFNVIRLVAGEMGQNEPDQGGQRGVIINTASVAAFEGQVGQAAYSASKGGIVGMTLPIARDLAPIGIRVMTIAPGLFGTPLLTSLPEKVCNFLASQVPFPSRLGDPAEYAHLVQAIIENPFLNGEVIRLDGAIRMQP
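Read-out: 360 nm excitation, 450 nm emission, kinetic over 4 min. Conditions: His-tagged human HADH2 20 nM, pH 9.0 Tris with Tween-20, 1 mM NAD+, 90 uM beta-hydroxybutyryl-CoA.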
HBB splicing: hemoglobin beta splicing modulation. HBB splicing reporter cell assay, activation; EGFP reporter with mutant IVS2-654 intron; response scale: normalised to 500 nM splice-correcting PNA. Potency, µM (titrated, usually from 46.1 µM), inactives show at the highest dose activation, usual class: activators. 65,000 compounds, 0.06% hits. AID 925; further: potency means the concentration at half of the fitted maximal effect; 0% is about no effect
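HeLa cells stably expressing EGFP interrupted by mutant beta-globin intron 2 (IVS2-654), 500/well in 2% FCS. Treated with compound for 2 days at 37C. Splicing correction scored as total well GFP intensity (488 nm excitation, 500-520 nm emission); 500 nM antisense PNA served as control.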
USP2a inhib: blocks human ubiquitin-specific protease USP2a. O75604. Potency, µM (highest dose often 38.3 µM), for the others: at the highest dose activity change, negative = inhibition, hits mostly inhibitors. 60,000 compounds, 0.1% hits. AID 927. USP2a enzymatic assay, qHTS inhibition;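 further: potency means the concentration at half of the fitted maximal effect; nearly all actives have a fitted effect of over 60% in size; plate controls were DMSO for no effect and NEM full inhibition control for full effect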
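Inhibition is measured in a cell-free coupled assay with 20 nM USP2 core, 20 nM Ub-PLA2 and 20 uM NBD C6-HPC, 2.5 h incubation. Activity normalized to NEM control.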
Pol III holo inh: blocks replication by bacterial DNA polymerase III holoenzyme. 71,000 compounds, 0.25% hits. Potency, µM (titrated, usually from 57.1 µM), without a hit: at the top dose activity change, negative = inhibition. AID 603. reconstituted DNA polymerase III holoenzyme replication, biochemical; further: potency means the concentration at half of the fitted maximal effect; on the % scale 0 is the no-effect control and ±100 the full control effect
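Reconstituted *E. coli* holoenzyme (0.35 nM Pol III, 1 nM beta, 154 nM SSB, 2 nM primase) was preincubated with compound for 15 min at RT. Synthesis on 1.4 nM ssM13Gori ran 35 min, then was stopped with PicoGreen/EDTA and read as dsDNA fluorescence.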
BRCT PPI red: BRCT-phosphoprotein interaction inhibition (red fluorophore). BRCT-phosphopeptide binding, red fluorescence polarization. Potency, µM (top dose mostly 76.9 µM), for the others: top-dose activity change, negative = inhibition, usual class: inhibitors. 75,000 compounds, 0.03% hits. AID 892; further: on the % scale 0 is the no-effect control and ±100 the full control effect
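Rhodamine-labelled pBACH1 10-mer (100 nM) bound to BRCT domain (100 nM) at pH 7.3; compounds incubated 12 min room temperature, polarization read. Free peptide defines full inhibition; unlabelled decapeptide titrated as control.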
15-hLO inh: 15-hLO (ALOX15) enzyme inhibition | P16050 | purified 15hLO-1, xylenol orange hydroperoxide absorbance | Potency, µM (titrated, usually from 57.1 µM), inactives show at the highest dose activity change, negative = inhibition, actives largely listed as inhibitors | 74,000 compounds, 1.4% hits | AID 887; further: potency means the concentration at half of the fitted maximal effect; on the % scale 0 is the no-effect control and ±100 the full control effect; nearly all actives have a fitted effect of over 55% in size
Target sequence (P16050 whole entry, looked up): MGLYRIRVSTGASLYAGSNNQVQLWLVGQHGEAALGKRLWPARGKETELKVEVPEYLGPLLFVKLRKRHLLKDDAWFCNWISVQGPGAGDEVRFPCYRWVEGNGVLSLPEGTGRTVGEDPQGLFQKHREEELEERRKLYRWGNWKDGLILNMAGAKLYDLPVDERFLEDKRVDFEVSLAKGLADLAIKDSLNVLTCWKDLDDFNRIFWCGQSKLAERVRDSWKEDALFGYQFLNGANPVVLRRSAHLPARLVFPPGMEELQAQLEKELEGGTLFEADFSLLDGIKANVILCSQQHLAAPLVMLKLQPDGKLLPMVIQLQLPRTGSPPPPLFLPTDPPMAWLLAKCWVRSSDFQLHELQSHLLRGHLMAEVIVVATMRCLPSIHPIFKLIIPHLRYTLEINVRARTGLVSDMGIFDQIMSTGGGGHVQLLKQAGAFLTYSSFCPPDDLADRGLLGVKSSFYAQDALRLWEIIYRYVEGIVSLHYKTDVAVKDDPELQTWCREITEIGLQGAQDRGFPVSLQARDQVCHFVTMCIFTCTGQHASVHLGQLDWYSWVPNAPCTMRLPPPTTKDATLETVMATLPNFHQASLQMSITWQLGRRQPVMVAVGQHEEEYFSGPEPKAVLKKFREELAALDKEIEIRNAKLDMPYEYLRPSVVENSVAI
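Purified human 15hLO-1 (40 nM) in 25 mM Hepes pH 7.5, 0.01% Triton X-100, preincubated 15 min RT with compound, then 50 uM arachidonic acid for 6 min. Hydroperoxide read by ferrous/xylenol orange, 30 min; 573/405 nm absorbance ratio gave progress.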
Hsp90 Hop PPI: changes Hsp90-Hop TPR2A binding signal, up or down | AlphaScreen TPR2A-His6 binding biotin-Hsp90 C-terminal peptide | Potency, µM (top dose mostly 57 µM), for the others: at the highest dose activity change, negative = inhibition | 71,000 compounds, 0.44% hits; active means well fitted curve in either direction with a large enough effect; inconclusive means small, poorly fitted or top-dose-only effect, or another doubt; further: potency means the concentration at half of the fitted maximal effect; on the % scale 0 is the no-effect control and ±100 the full control effect; many of its hits are not listed in these tables
Epigenetic mod: epigenetic modulators derepressing GFP locus in mouse cells; mouse C127i GFP locus derepression, cytometry, 30 h; Potency, µM (top dose mostly 46.1 µM), without a hit: at the top dose GFP derepression (activation); 68,000 compounds, 0.09% hits; AID 597; further: % of control where 0% means no effect
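Murine C127i mammary cells carrying a silenced, stably integrated CMV-driven GFP reporter were treated with compound for 30 hours at 37 C. After PBS washes, GFP-positive cells were counted by laser-scanning microplate cytometry.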
CRE-bla Fsk: alters forskolin-stimulated CRE reporter signaling in CHO cells | CHO CRE-bla reporter (cAMP response element driving beta-lactamase), forskolin EC10, beta-lactamase ratio | Potency, µM (highest dose often 38.2 µM), for the others: at the top dose activity change, negative = inhibition, actives largely listed as activators | 71,000 compounds, 2.5% hits | AID 662; active means well fitted activation curve with a large enough effect in the signal ratio, with a control signal flat, not every such curve was filed as active; inconclusive means small, poorly fitted or top-dose-only effect, or effect the other way, or a change in a side signal; the % refers to the signal ratio; further: potency means the concentration at half of the fitted maximal effect; % of control where 0% means no effect
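CHO CRE-bla cells, overnight plating in Opti-MEM with 0.5% dialyzed FBS; cpd titration + EC10 NKH 477, 3 h 37 °C; CCF4 2 h RT; ex 405/em 460 vs 530 ratio → %Activity, AC50.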
BRCT PPI green: inhibitors of human BRCA1 BRCT-phosphoprotein interaction (green fluorophore) | Potency, µM (doses to about 76.9 µM), for the others: at the top dose activity change, negative = inhibition, actives largely listed as inhibitors | AID 875 | 75,000 compounds, 0.05% hits | BRCA1 BRCT-phosphopeptide binding, green fluorescence polarization | P38398;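 further: potency means the concentration at half of the fitted maximal effect; plate controls were peptide without protein for full effect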
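Compounds were incubated for 12 min at room temperature with a complex of 100 nM fluorescein-tagged pBACH1 decapeptide and 250 nM His-tagged BRCT protein. Buffer was phosphate pH 7.3 with EDTA, DTT and Tween 20. Disruption of binding lowers the polarization signal.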
Ub-GFP proteasome: proteasome inhibitors stabilizing ubiquitin-GFP reporter; Ubiquitin-GFP reporter cells, proteasome inhibition, GFP fluorescence; response scale: untreated = 0%, 10 µM MG-132 = 100%; Potency, µM (doses to about 45.9 µM), for the others: at the top dose activation (GFP accumulation), hits mostly activators; 67,000 tested, under 10 active; active means well fitted activation curve with a large enough effect, not every such curve was filed as active; inconclusive means small, poorly fitted or top-dose-only effect, or another doubt; inactive means no such curve, though single readings can be large or run the other way; further: potency means the concentration at half of the fitted maximal effect
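U2OS Ub(G76V)-GFP reporter; O/N plating, 0.5% FBS; cpd 46 uM–2.9 nM, 4 h, 37 °C; GFP+ cell count, 488/515 nm; norm. to basal vs 10 uM MG-132; CRC fit.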
* hit, by the source's call; i = inactive; ? = inconclusive; . = no result given; [ ] = remark or other dose. Unless noted, the call rests on the fitted dose curve; in most records, active means well fitted curve in the direction sought with a large enough effect; inconclusive means small, poorly fitted or top-dose-only effect, or another doubt; inactive means no such curve, though single readings can be large; an effect the other way counts as inactive or inconclusive.

structure | Hsp90 Hop PPI | CRE-bla Fsk | Ub-GFP proteasome | USP2a inhib | HBB splicing | BRCT PPI green | BRCT PPI red | Epigenetic mod | Pol III holo inh | 15-hLO inh | HADH2 inhib
CC(=O)c1ccc(OCC(O)CN(C)Cc2cccs2)cc1 (configuration not stated) | -1% | -4% | . | 0% | 0.2%[0.369 µM] | -1.1% | -1.3% | 0% | -9% | -8% | -2%
CCOc1ccc(-n2cc(C(=O)N3CCCCCC3)c3cc(OC)c(OC)cc3c2=O)cc1 | -3% | ? | 4% | 14% | -0.6% | -0.1% | -0.5% | 4% | 2% | 6% | 4%
COc1cc(C(=O)NCCc2nc3ccccc3n2C)cc(OC)c1OC | -1% | 6.3µM* | 10% | 5% | -0.6% | -2.6% | -2.7% | -1% | 0% | 5% | 1%
COc1ccc(NC(=O)C(c2ccccc2)N(C)C(=O)c2cnccn2)cc1 (configuration not stated) | ? | -19% | 5% | 8% | -2.5% | 0.6% | -0.7% | -1% | -4% | -5% | 10%
CC(NC(=O)c1ccccc1Cl)C(=O)O (configuration not stated) | -1%[11 µM] | ? | 2%[9.17 µM] | 4%[7.66 µM] | -4.8%[0.0738 µM] | -0.9% | -0.9% | -2% | 2%[11.4 µM] | -2%[11.4 µM] | -3%[11.4 µM]
Cc1c(OCc2ccc(C(=O)O)o2)ccc2c3c(c(=O)oc12)CCC3 | 0%[11 µM] | ? | 3%[9.17 µM] | -8%[7.66 µM] | -2.1%[0.0738 µM] | 17% | 1.1% | -2% | -17%[11.4 µM] | -4%[11.4 µM] | 45%[activator][11.4 µM]
COC(=O)Cc1c(C)c2ccc(OC(=O)c3ccco3)cc2oc1=O | -1% | 10µM* | 7% | 1% | -0.5% | 0.1% | -0.2% | 4% | -5% | -4% | i
COCCCNCCOc1cc(C(C)C)ccc1C | -5% | -2% | 1% | -4% | 0.3% | -2.9% | 0.0% | 0% | -4% | -3% | 7%
Cc1ccc(C)n1-n1c(C)nc2sc(-c3ccccc3)cc2c1=O | -16%[11 µM] | ? | -5%[9.17 µM] | 10%[7.66 µM] | -1.0%[0.0738 µM] | 1.9% | -3.8% | 0% | -5%[11.4 µM] | ? | 13%[11.4 µM]
COC(=O)C1=C(C)N=C2SCCC(=O)N2C1/C=C/c1ccccc1 (configuration not stated) | -3% | 8% | 23% | 18% | -2.5% | 2.5% | -0.9% | -8% | 2% | -2% | -2%
CCOC(=O)c1oc2ccc(S(=O)(=O)n3nc(-c4ccc(OC)cc4)cc3N)cc2c1C | -10% | ? | -3% | . | 0.1% | -4.0% | -1.8% | -2% | -7% | -8% | 11%
COc1ccc2c(c1)CCc1c(C(=O)NCCCn3ccnc3)noc1-2 | -8% | ? | -3% | -9% | 0.5% | -0.2% | -1.5% | 3% | -4% | -25% | -8%
CS(=O)(=O)N(CC(=O)NCC1CCCO1)c1cc(Cl)ccc1Cl (configuration not stated) | -4% | 2% | 6% | 1% | 1.2% | -1.0% | 1.0% | 5% | -2% | -4% | 8%
CCOc1ccc(N(CC(=O)NCC2CCCO2)S(=O)(=O)c2ccc(OC)c(OC)c2)cc1 (configuration not stated) | -1% | 0% | 1% | 11% | -0.2% | -4.1% | -0.8% | 2% | -6% | 7% | -11%
Cn1nnc(NC(=O)COc2ccc(C3CCCCC3)cc2)n1 | 2% | 0% | 6% | 14% | -0.3% | -3.2% | -0.2% | -5% | -2% | -4% | 15%
COC(=O)CSc1nnc(-c2cnccn2)n1C | -4% | 0% | 0% | . | -0.4%[57.5 µM] | -2.0% | -0.3% | -1% | -3% | 8% | -9%
O=C1CCC(C(=O)Nc2cccc3ccccc23)N1 (configuration not stated) | -3% | -6% | 2% | -7% | -0.7% | -0.6% | 0.4% | 0% | 4% | 7% | -12%
CCc1ccc(CC)c(S(=O)(=O)Nc2ccc(C(=O)O)c(O)c2)c1 | -2% | -7% | -2% | ? | 5.4% | 0.5% | 1.5% | 6% | -7% | -9% | -18%
Cn1c(Cn2c(=O)sc3ccccc32)nnc1SCC(=O)Nc1cccc(Cl)c1 | ? | -2% | -7% | . | -0.4% | -0.6% | -3.5% | . | -4% | -17% | 9%
COC(=O)Cc1[nH]nc2c1C1(C(=O)N(Cc3ccc(Cl)cc3)c3ccccc31)C(C#N)=C(N)O2 (configuration not stated) | -6% | -3% | -4% | 54%[activator] | -0.4%[57.5 µM] | 0.0% | -0.6% | -2% | 1% | -8% | -5%
Cc1ccsc1C1CC(=O)NC2=C1C(=O)CC(C)(C)C2 (configuration not stated) | -2% | -1% | -2% | -8% | -0.2% | -1.8% | 1.6% | 0% | 3% | 13% | -6%
Cc1ccc(NS(=O)(=O)c2cn(C)cn2)cc1 | 0% | -7% | 23% | -3% | -1.6% | -1.7% | -1.0% | 2% | -5% | 3% | 4%
N#Cc1cccc(NC(=O)CC2CCCCC2)c1 | -3%[11 µM] | ? | 16%[9.17 µM] | 3%[7.66 µM] | -1.7%[0.0738 µM] | 1.6% | -0.5% | 2% | -16%[11.4 µM] | -1%[11.4 µM] | -5%[11.4 µM]
O=C(O)c1ccc(SSc2ccc(C(=O)O)cn2)nc1 | -1%[11 µM] | ? | 8%[9.17 µM] | . | 1.7%[9.22 µM] | -2.0%[15.4 µM] | 0.6%[15.4 µM] | -3%[9.22 µM] | -9%[11.4 µM] | -21%[11.4 µM] | 0.05µM*
Cc1nc2ccccc2nc1OCC(=O)N1CCN(c2ccccc2)CC1 | -3% | -1% | 1% | 5% | -0.2% | -1.4% | 0.0% | 1% | -6% | 13% | -6%
O=C(NCc1ccccc1)c1ccc(/C=N/O)nc1 | -22% | -10% | 3% | 4% | 2.9% | 1.0% | -2.8% | -2% | -2% | 34%[activator] | -1%
COC(=O)c1ccc(CSc2ncnc3c2oc2ccccc23)o1 | -3% | 2.5µM* | -2% | 3% | -0.3% | -0.3% | -0.7% | 0% | -5% | 6% | -6%
COc1cc(OC)nc(NC(=O)CN2CCN(c3ccc(F)cc3)CC2)n1 | -4% | ? | -3% | -1% | -0.7% | 0.1% | 0.3% | 0% | -3% | 5% | 7%
COc1ccc(OCC(=O)Nc2cccc3cccnc23)cc1 | ? | 13% | -2% | -4% | -0.5% | 2.5% | 0.5% | -2% | -15% | 3% | -14%
Cc1ccc(C)c2[nH]c(=O)c(CN(CCCN(C)C)C(=O)NCc3ccccc3)cc12 | -4% | ? | -2% | -4% | 0.3% | 1.0% | 0.0% | 2% | 2% | -1% | 3%
Cc1ccc(C2N(c3nccs3)C(=O)C3CCCN32)cc1 (configuration not stated) | -4% | -4% | 0% | -2% | -0.9% | 0.1% | 0.8% | -1% | -3% | -8% | -14%
CCOc1ccc(OCC)c(NC(=O)CN2CCN(c3cccc(C)c3)C(C)C2)c1 (configuration not stated) | -7% | -21% | -2% | -7% | 0.1%[57.5 µM] | -0.3% | 1.4% | 1% | -5% | -23% | 10%
CCOC(=O)c1cnc(-n2cc(C)cn2)nc1Nc1ccccc1OCC | -2% | ? | 5% | -12% | -0.9%[57.5 µM] | -1.3% | 0.8% | 6% | -3% | 60%[activator] | 2%
COc1ccc(OC)c2sc(NC(=O)C3CC3)nc12 | -13% | 13% | 11% | . | -0.4% | 3.6% | 0.6% | . | 0% | -11% | 6%
N#CCSc1nnc(Cc2cccs2)n1C1CCCCC1 | -4% | 7% | -2% | 11% | 0.4% | -1.2% | -0.1% | 1% | 1% | ? | -4%
CCCc1nnc(NC(=O)CCCC(=O)O)s1 | -3% | -12% | -9% | -10% | 2.5% | -1.6% | 1.3% | 0% | -9% | 11% | 3%
Cc1ccc(CN2C3=NCCCN3c3ccccc32)cc1 | -7% | ? | 0% | 21% | -1.6% | -2.3% | -1.1% | 6% | -5% | -7% | 11%
CN(CCNC(=O)c1cc2c(=O)n(C)c3ccccc3c2n1C)Cc1ccccc1 | -4%[2.3 µM] | ? | -11% | . | -1.0% | 5.2% | -0.5% | . | -21% | -6% | ?

Some of the compounds tested, so the mix of outcomes need not match the whole.
